From PubChem BioAssay
Mdm2-MdmX inh – human Mdm2/MdmX binding inhibition | SaOS-2 split-luciferase Mdm2/MdmX complementation, luminescence | actives 3% (n = 330,000) | inhibition, % at 8 µM;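 active = inhibition of at least 50% at 8 µM in the primary screen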
APJ ag – agonists of human APJ apelin receptor. P35414. CHO-K1 APJ PathHunter beta-arrestin, luminescence; 0% DMSO wells, 100% apelin. activation, % at 20 µM. actives 0.11% (n = 330,000). AID 2520;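 active = activation more than six SD over the plate average, tested at 20 µM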;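 also: 0% = DMSO alone and 100% = apelin-13 at 10 nM; some results filed as inactive read as strong as hits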
Target sequence (P35414 whole entry, looked up): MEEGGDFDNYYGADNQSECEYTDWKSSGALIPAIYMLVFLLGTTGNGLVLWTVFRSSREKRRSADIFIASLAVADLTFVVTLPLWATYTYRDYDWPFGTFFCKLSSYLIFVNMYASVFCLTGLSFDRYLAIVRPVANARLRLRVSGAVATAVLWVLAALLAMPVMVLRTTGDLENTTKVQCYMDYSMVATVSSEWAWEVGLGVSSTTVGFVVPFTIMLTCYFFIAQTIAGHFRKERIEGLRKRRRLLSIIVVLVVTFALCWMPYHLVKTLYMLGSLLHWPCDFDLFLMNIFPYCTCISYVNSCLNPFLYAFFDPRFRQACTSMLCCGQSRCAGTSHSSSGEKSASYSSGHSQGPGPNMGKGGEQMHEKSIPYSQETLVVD
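Assay system – PathHunter CHO-K1 APJ (AGTRL-1) beta-arrestin reporter cells · Compound – one dose, 20 µM compound, 1% DMSO · Timing – compound 90 min 25 °C, reagent 1 h · Measured by – luminescence from split beta-galactosidase complementation, Galacton Star/Emerald II substrate · Measure – beta-arrestin recruitment to APJ as agonist activity, luminescent signal · Benchmarks – DMSO vs Apelin-13 10 nM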
CHOP UPR activ – activators of apoptotic arm of unfolded protein response (CHOP) | actives 0.34% (n = 330,000) | activation, % at 10 µM | CHO-CHOP luciferase reporter, UPR activation, luminescence; percent of tunicamycin response over DMSO baseline;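 active = at 10 µM dose, activation of 40% or more, normalized to positive control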;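 also: 100% = tunicamycin at 10 µg/mL and 0% = DMSO alone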
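Test system: CHO-CHOP cells, stable luciferase reporter of PERK-eIF2a-CHOP signalling | Quantity: 500 CHO-CHOP cells per well | Buffer or medium: F12 plus 10% serum | Compound dosing: 10 µM single point, 0.5% DMSO | Schedule: 6 h compound treatment, 37 °C | Signal: Luciferase luminescence | Control set: Tunicamycin high control, DMSO low control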
NR3A LBD binder – modulators (binders) of human NR3A ligand-binding domain; NR3A LBD differential scanning fluorimetry, Tm shift; 0% = protein alone, 100% = glycine-bound protein; Tm shift relative to glycine control, % at 25 µM; actives 2.5% (n = 340,000); AID 1259313;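 active = melting temperature shift of at least 10% of the positive control shift, at one fixed dose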
NLRP3 yeast inh – inhibitors of NALP3 inflammasome in yeast. Yeast reconstituted NLRP3/ASC/caspase-1, beta-gal luminescence, 24 h. AID 2825. actives 0.39% (n = 330,000). inhibition, % at 10 µM;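 active = inhibition of 50% or more; inactive = inhibition below 50%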;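 also: plate controls were induced DMSO wells for no effect and uninduced yeast grown without galactose for full effect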
XBP1 UPR activ – adaptive UPR (XBP1) activation | CHO-XBP1 luciferase reporter, IRE1-XBP1 UPR activation, luminescence; percent of tunicamycin response, DMSO as zero | actives 0.33% (n = 330,000) | AID 463104 | activation, % at 20 µM;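 active = versus positive control, 20 µM dose yields 30% or more activation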;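 also: 100% = tunicamycin at 10 µg/mL and 0% = DMSO only wells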
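Signal: luciferase luminescence; Assay system: CHO-XBP1 luciferase reporter cells; Amount: one thousand reporter cells per well; Dosing: 20 µM single concentration, DMSO 1%; Benchmarks: high control tunicamycin 10 µg/mL final, low control DMSO vehicle only; Schedule: 6 h compound exposure at 37 °C, 5% CO2; Evaluation: percent activation relative to tunicamycin reference.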
tim10-1 inh – growth inhibitors of tim10-1 mutant yeast. actives 2.2% (n = 330,000). inhibition, % at 20 µM. S. cerevisiae tim10-1 ts strain growth, BacTiter-Glo, 24 h;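 active = inhibition of at least 40%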;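 also: mutant grown at 25 °C; 0% = DMSO wells with yeast and 100% = wells holding no yeast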
TIM10 inh – growth inhibitors of TIM10 yeast strain; S. cerevisiae TIM10 strain growth, BacTiter-Glo luminescence, 24 h; inhibition, % at 10 µM; actives 1.4% (n = 330,000); AID 463195;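 active = inhibition of 40% or more at the single tested concentration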;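 also: wild-type TIM10 isogenic control strain grown at permissive 25 °C; 0% = DMSO yeast wells and 100% = minimal medium wells without yeast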
tim23-1 inh – tim23-1 yeast growth inhibition. S. cerevisiae tim23-1 growth, BacTiter-Glo luminescence, 24 h. inhibition, % at 20 µM. actives 1.3% (n = 330,000);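 active = growth inhibition of the mutant yeast at or above 50%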;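 also: temperature-sensitive mutant grown at 25 °C; plate controls were DMSO-treated mutant yeast for no effect and medium wells lacking yeast for full effect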
Starred values were filed as active, the others as inactive.

SMILES,NLRP3 yeast inh,APJ ag,tim23-1 inh,Mdm2-MdmX inh,NR3A LBD binder,tim10-1 inh,TIM10 inh,CHOP UPR activ,XBP1 UPR activ
CC(C)CCNC(=O)C1CCN(c2nnc(-n3cccc3)s2)CC1,4.9,-1.0,22.1,-8.1,2.8,7.7,11.6,1.8,0.8
CCOC(=O)N1CCN(C(=O)COc2cccc3c2CCN(CC)C3=O)CC1,-1.2,-2.4,1.7,13.6,-0.3,6.2,-5.5,0.2,-1.6
COc1cc(C2CC(=O)Oc3c2c(=O)n(C)c2ccccc32)ccc1O (stereo unspecified),-5.5,-2.5,6.0,-16.3,-2.7,3.7,13.9,-0.7,-3.6
Cc1ccc(N(Cc2ccccc2)C(=O)c2cc(S(=O)(=O)N3CCOCC3)ccc2C)cc1,5.4,-1.1,24.7,-16.3,2.4,19.8,18.1,0.7,-0.6
CN(CC1CCCN(CCc2ccc(F)cc2)C1)C(=O)CCC(F)(F)F (stereo unspecified),15.9,0.2,-9.3,3.1,0.2,1.8,-6.9,-0.3,-1.8
COc1ccc(C)cc1N(C(=O)c1cccc(F)c1)c1nc2ccccc2s1,4.6,-1.7,21.5,1.5,4.2,6.8,3.1,-2.1,-0.8
CC(C)SC1=NC(C)(C)C=C(/C=C/c2c(Cl)cccc2Cl)N1,23.1,-1.2,-16.0,23.2,-0.8,11.3,-39.5,-2.1,-1.9
Cc1ccc(NC(=O)c2ccc(CN3CC(=O)N4CCCCC4C3=O)cc2)c(C)c1 (stereo unspecified),8.5,-1.5,-14.7,4.8,-0.2,-0.9,-2.0,3.0,0.8
Cc1cc(Cl)c(OCCCNC2CCCC2)c(Br)c1,10.6,-2.3,18.4,12.2,0.8,15.4,7.9,0.2,-0.2
COc1ccc(/C=N/Nc2nonc2N)c(OC)c1,7.9,1.3,8.6,26.5,-3.1,-7.4,3.0,1.3,-3.3
Cc1ccc(OCCNc2cc(N3CCN(CCO)CC3)ccc2[N+](=O)[O-])cc1C,16.5,-3.3,35.2,40.2,-9.7,43.2*,17.3,0.8,-2.3
CCOC(=O)C1=NOC(CNC(=O)c2ccccc2Cl)C1 (stereo unspecified),-0.8,-2.5,-0.3,-0.5,-0.2,4.2,17.2,0.4,-1.7

Remaining list, next part:
SMILES,NLRP3 yeast inh,APJ ag,tim23-1 inh,Mdm2-MdmX inh,NR3A LBD binder,tim10-1 inh,TIM10 inh,CHOP UPR activ,XBP1 UPR activ
CCCc1cnc(N2CCN(C(=O)c3ccc(F)cc3)CC2)nc1,21.8,-2.9,25.1,1.5,0.9,18.5,18.6,1.5,-2.4
CCn1nccc1C(=O)Nc1nccs1,5.1,0.1,15.8,-10.2,1.3,12.6,10.9,0.9,-1.4
Cc1cc(C)nc(-n2ncc3c2CC(C)CC3=O)n1 (stereo unspecified),8.3,-2.2,9.2,12.9,-2.1,-6.1,2.8,1.3,-4.0
COCCNC(=O)CCc1c(C)nc2nc(-c3cc(OC)cc(OC)c3)nn2c1C,-2.2,-2.1,4.3,3.5,-2.7,1.1,0.2,1.7,-2.4
C=CCNC(=O)CCCc1ccccc1,11.5,-0.2,0.8,2.7,-0.5,-18.8,-5.5,0.9,0.7
Cc1cccc(N2C(=O)C3CCCN3C2=S)c1C (stereo unspecified),-1.4,0.0,-5.1,10.8,3.1,-17.5,3.3,-0.4,-1.2
O=C1Nc2ccccc2C12Nc1ccccc1-c1nc3ccccc3n12 (stereo unspecified),10.3,-6.2,17.1,16.4,-3.9,9.3,5.1,-2.7,-2.1
CCc1ccccc1N1C(=O)c2ccccc2S1(=O)=O,41.8,1.0,3.3,-13.8,-0.5,-4.3,-14.7,0.4,0.6
COc1ccc(S(=O)(=O)N2CCCC2)cc1OC,17.3,-2.1,5.8,9.7,-3.0,12.0,1.7,-0.9,-3.8
CCOC(=O)c1cnc(-n2nc(C)cc2C)nc1Oc1ccc(C#N)cc1,-8.3,-5.9,-12.6,9.1,0.2,3.9,-11.3,-0.8,-2.1
COc1cc(Cl)c(S(=O)(=O)NCCN2CCOCC2)cc1Cl,10.4,-1.4,-6.3,31.8,-6.3,7.9,4.1,-1.2,-3.9
O=C(CCN1C(=O)S/C(=C\c2ccccc2)C1=O)N1CCOCC1,-9.0,1.6,1.6,-2.2,-1.3,52.4*,25.4,0.8,0.0

(list continues)
SMILES,NLRP3 yeast inh,APJ ag,tim23-1 inh,Mdm2-MdmX inh,NR3A LBD binder,tim10-1 inh,TIM10 inh,CHOP UPR activ,XBP1 UPR activ
Cc1cc(C(=O)NC2CCCCC2)c(C)n1-c1ccc(F)cc1,14.7,3.7,27.2,-34.7,-3.4,34.3,12.9,6.6,0.5
CC12CCC(C(=O)Nc3ccc4c(c3)OCCO4)(OC1=O)C2(C)C (stereo unspecified),-4.8,1.0,14.8,18.4,1.0,19.7,-7.6,-3.9,-3.2
CCOCCCNC(=O)c1cc2c(=O)n(CC)c3ccccc3c2s1,15.8,-2.7,24.6,48.1,-0.5,27.7,3.6,1.6,14.1
Cc1ccc(/C=N/NC(=O)C2CCN(Cc3ccc(F)cc3Cl)CC2)o1,14.6,-4.9,0.6,-7.9,-2.5,7.6,9.2,1.5,2.4
COc1cccc(-c2nnc3sc(-c4ccccn4)nn23)c1,40.8,-0.4,37.2,13.9,-3.0,17.5,-25.0,5.3,2.1
COc1cc(C2NC(=O)NC(C)=C2C(=O)OCc2ccc(C)cc2)cc(OC)c1OC (stereo unspecified),29.8,-0.3,4.5,-20.3,-1.4,14.2,3.2,-1.8,-3.1
Cc1cc(C)cc(NC(=O)CN2CCN(CCN=CC3=C(O)CC(C)(C)CC3=O)CC2)c1,44.8,-3.9,2.6,5.9,-1.0,11.3,-3.9,-2.8,-1.2
O=C(N1CCN(c2ccccn2)CC1)N1c2ccccc2Sc2ccccc21,-15.1,-5.4,43.0,78.6*,-2.3,36.7,29.7,1.5,8.4
CCOC(=O)C1C(=O)NC(N2CCN(Cc3ccccc3)CC2)=NC1c1ccco1 (stereo unspecified),20.0,-2.3,2.4,-18.9,0.5,8.3,8.0,-0.6,-1.2
COc1cccc(CNC(=O)Cn2ccc3cc(S(=O)(=O)N4CCCC4)ccc32)c1OC,2.0,-2.8,-5.1,6.0,0.0,1.6,-0.5,0.7,-3.2
CC(C)(C)NC(=O)[C@@H]1CN(Cc2cccnc2)CCN1C[C@@H](O)C[C@@H](Cc1ccccc1)C(=O)N[C@H]1c2ccccc2C[C@H]1O,4.7,-2.6,-5.5,18.6,0.0,22.3,3.0,-1.9,-8.8
O=C(C1CC1)N1CCc2cc(S(=O)(=O)N(CCO)Cc3ccccc3)ccc21,5.3,-1.5,-6.0,5.0,0.8,19.5,-1.7,-0.5,-1.0

(continued)
SMILES,NLRP3 yeast inh,APJ ag,tim23-1 inh,Mdm2-MdmX inh,NR3A LBD binder,tim10-1 inh,TIM10 inh,CHOP UPR activ,XBP1 UPR activ
COc1cccc(-c2cc(C(=O)NC3CC3)c3ccccc3n2)c1,5.5,6.5,15.1,22.0,0.6,-9.1,-10.6,-2.9,-3.3
CCOC(=O)c1c(C)c(C)n(Cc2cccc(OC)c2OC)c1C,30.3,-1.9,15.6,13.7,1.7,9.3,5.5,1.1,1.1
CCN(CC)CCCNc1oc(/C=C/c2ccccc2)nc1C#N,-2.7,-0.7,6.3,5.2,-0.4,-13.0,-9.2,0.5,2.6
CCS(=O)(=O)N1CCN(C(=O)c2cccs2)CC1,2.0,-5.8,-4.9,30.6,-0.3,14.1,7.4,-0.2,-0.5
CCOC(=O)CN(C(=O)CSc1nnc(C)n1-c1ccccc1)c1ccccc1,15.8,-3.6,-0.9,0.7,1.0,-17.0,-12.1,-1.4,-2.1
Nc1nc(Cl)cc(N2CCCC2)n1,-9.8,-1.4,7.5,19.4,0.8,8.9,4.1,-0.2,-3.4
Cc1ccc2c(c1)sc1nc(=O)n(-c3cccc(Cl)c3)c(=O)n12,-17.9,-4.7,-5.4,-153.3,-0.1,6.7,-17.4,6.0,3.6
Cn1c(=O)c2c(nc(CN3CCCCC3)n2Cc2c(F)cccc2Cl)n(C)c1=O,-0.1,1.5,29.5,21.5,-1.4,16.4,20.1,0.6,0.8
CCCCN(CCCC)CCCNC(=O)c1ccc2nc(-c3ccccc3NC(C)=O)c(=O)[nH]c2c1,10.3,-1.9,6.9,13.3,0.0,3.3,-1.9,-0.6,-3.6
CCC(C)N(C(=O)CSc1ccc(NC(C)=O)cc1)C1CCS(=O)(=O)C1 (stereo unspecified),13.3,-3.1,11.0,-0.6,-1.1,-6.6,1.1,0.4,-1.7
Cc1c(C(=O)N2CCN(C3CCS(=O)(=O)C3)CC2)oc2c(F)cccc12 (stereo unspecified),16.1,-1.5,12.6,-22.8,-0.3,4.1,-2.3,0.6,-2.7
O=C(O)c1ccc2c(c1)C(=O)N(C(Cc1ccccc1)C(=O)O)C2=O (stereo unspecified),8.6,0.5,1.0,-0.4,0.2,9.3,7.5,1.5,-4.0

Following part
SMILES,NLRP3 yeast inh,APJ ag,tim23-1 inh,Mdm2-MdmX inh,NR3A LBD binder,tim10-1 inh,TIM10 inh,CHOP UPR activ,XBP1 UPR activ
CSc1nc(=O)n2cc(C)ccc2n1,6.7,-1.8,-1.4,-8.2,-2.0,-12.3,7.7,0.3,-1.1
COc1ccc(C(C)=O)cc1COC(=O)C(CO)NS(=O)(=O)c1ccc(Br)cc1 (stereo unspecified),10.1,-1.7,0.9,10.5,0.8,11.4,-22.6,-0.7,2.1
CCOC(=O)c1ccc(NC(=O)CSc2n[nH]c(-c3ccncc3)n2)cc1,1.6,-2.2,-1.9,14.5,-2.8,-7.9,5.3,-1.7,-2.1
CC(C)COC(=O)N1CC(O)CC1C(=O)Nc1ccc2c(c1)OCO2 (stereo unspecified),8.8,-5.2,9.2,11.2,0.5,4.4,3.2,1.2,1.3
C/C(CC(C)C)=N\Nc1ccc(S(N)(=O)=O)cc1[N+](=O)[O-],15.8,-1.7,28.4,13.0,-1.0,-2.6,-2.4,-0.3,1.5
Cc1ccc2nc(N3C(=O)C(O)=C(C(=O)c4ccc(C)o4)C3c3ccco3)sc2c1 (stereo unspecified),19.9,-6.2,49.2,-133.9,-2.3,2.8,10.5,7.5,0.1
CCOc1cc(C(=O)NCC2CCCO2)cc(OCC)c1OCC (stereo unspecified),14.7,-1.1,18.5,-4.5,-1.1,4.7,-5.0,-1.4,-2.4

Looked up one by one from above:
SMILES,NLRP3 yeast inh,APJ ag,tim23-1 inh,Mdm2-MdmX inh,NR3A LBD binder,tim10-1 inh,TIM10 inh,CHOP UPR activ,XBP1 UPR activ
CC(C)COC(=O)N1CC(O)CC1C(=O)Nc1ccc2c(c1)OCO2 (stereo unspecified),8.8,-5.2,9.2,11.2,0.5,4.4,3.2,1.2,1.3
CCOc1cc(C(=O)NCC2CCCO2)cc(OCC)c1OCC (stereo unspecified),14.7,-1.1,18.5,-4.5,-1.1,4.7,-5.0,-1.4,-2.4
Cc1ccc2nc(N3C(=O)C(O)=C(C(=O)c4ccc(C)o4)C3c3ccco3)sc2c1 (stereo unspecified),19.9,-6.2,49.2,-133.9,-2.3,2.8,10.5,7.5,0.1
